Assay outcomes (PubChem)
SMARCA2 act: activators of SMARCA2 function; MG213 cells, MMTV-luciferase reporter, dexamethasone, overnight; activation, % at 9.1 µM; 370,000 compounds, 1% hits; AID 652017; in the data active = activation above about 7.8%;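 note: 0% = vehicle wells and 100% = reference activator wells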
NPR1 activator: GC-A (human) enzyme activation. P16066. HEK293 GC-A cells, cGMP TR-FRET, EC30 ANP; 0% at EC30 ANP, 100% saturating ANP. activation, % at 10 µM. 370,000 compounds, 0.14% hits; in the data active = activation above about 40%
DAX1 inh-1: blocks DAX1 repression of SF-1 activated StAR promoter | inhibition, % at 6.8 µM | AID 652010 | HEK293T StAR-luciferase reporter, SF-1/DAX-1 repression relief | 370,000 compounds, 1.1% hits;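 active = inhibition above the mean over all tested compounds plus 3 SD, cut at about 3.6% in these data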;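 note: 0% = DAX-1 cells with DMSO and 100% = cells lacking DAX-1 with DMSO; higher inhibition means more luminescence from relief of DAX-1 repression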
hcDAF-12 act: activates DAF-12 receptor from parasite H. contortus; HEK293 hcDAF-12 lit1-tk-luc reporter, luminescence; 0% DMSO, 100% Δ7-dafachronic acid; activation, % at 6.8 µM; 370,000 compounds, 1.4% hits; AID 652067;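 active = activation above the mean of all tested compounds plus 3 SD, cut at about 5.5% in these data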;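 note: 100% = response to 3 µM Δ7-dafachronic acid high control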
ADAM10 inh: inhibitors of human ADAM10. O14672. recombinant ADAM10, EDANS/DABCYL FRET peptide cleavage, 3 h. inhibition, % at 7 µM. 370,000 compounds, 0.62% hits;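 active = inhibition above a per-campaign cutoff equal to the mean of compounds falling between control-based bounds plus 3 SD, cut at about 20% in these data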;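 note: 0% = DMSO wells while the 100% control is not disclosed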
hgDAF-12 ag: activates the H. glycines DAF-12 receptor ligand-binding domain. HEK293 GAL4-hgDAF12 UAS-luciferase reporter, agonist luminescence; normalized to butyrate control. activation, % at 6.8 µM. 370,000 compounds, 1.8% hits. AID 687014;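 active = activation above a cutoff set at the mean of all screened compounds plus 3 SD, cut at about 10% in these data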;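 note: 0% = DMSO wells and 100% = sodium butyrate wells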
ADAM17 inh: inhibitors of human ADAM17. P78536. recombinant ADAM17, EDANS/DABCYL FRET peptide cleavage. inhibition, % at 6.95 µM. 370,000 compounds, 0.83% hits. AID 720648;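 active = inhibition above the mean of compounds lying between control limits plus 3 SD, set per campaign, cut at about 8.5% in these data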;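 note: 0% = DMSO-only wells as the low control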
Target sequence (P78536 215-824 limits assumed): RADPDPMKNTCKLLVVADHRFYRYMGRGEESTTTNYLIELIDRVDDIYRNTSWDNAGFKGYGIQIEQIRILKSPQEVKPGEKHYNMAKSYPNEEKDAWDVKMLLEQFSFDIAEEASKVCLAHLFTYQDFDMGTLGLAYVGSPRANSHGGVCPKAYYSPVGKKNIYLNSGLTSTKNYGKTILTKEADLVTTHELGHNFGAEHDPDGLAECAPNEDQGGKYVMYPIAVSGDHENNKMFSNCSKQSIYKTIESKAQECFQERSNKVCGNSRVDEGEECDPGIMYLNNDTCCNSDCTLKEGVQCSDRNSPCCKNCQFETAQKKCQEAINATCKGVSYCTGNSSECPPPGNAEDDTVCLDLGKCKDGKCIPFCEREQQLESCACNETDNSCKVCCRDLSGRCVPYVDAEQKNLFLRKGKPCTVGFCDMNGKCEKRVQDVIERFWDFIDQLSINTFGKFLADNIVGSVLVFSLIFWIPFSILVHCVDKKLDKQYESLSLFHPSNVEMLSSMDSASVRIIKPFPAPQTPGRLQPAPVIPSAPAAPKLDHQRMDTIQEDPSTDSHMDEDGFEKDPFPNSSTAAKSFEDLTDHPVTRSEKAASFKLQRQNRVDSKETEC
DAX1 inh-2: inhibitors of human orphan nuclear receptor DAX1 (NR0B1); P51843; HEK293 Gal4-DAX1 luciferase reporter, luminescence; inhibition, % at 6.75 µM; 340,000 compounds, 0.99% hits; AID 504766;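 active = inhibition above the mean over all tested compounds plus 3 SD, cut at about 4.2% in these data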;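 note: 0% = DAX1-transfected cells with DMSO and 100% = empty-vector control cells with DMSO; inhibition shows as a rise in luminescence from relieved DAX1 repression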
Target sequence (P51843 207-470 limits assumed): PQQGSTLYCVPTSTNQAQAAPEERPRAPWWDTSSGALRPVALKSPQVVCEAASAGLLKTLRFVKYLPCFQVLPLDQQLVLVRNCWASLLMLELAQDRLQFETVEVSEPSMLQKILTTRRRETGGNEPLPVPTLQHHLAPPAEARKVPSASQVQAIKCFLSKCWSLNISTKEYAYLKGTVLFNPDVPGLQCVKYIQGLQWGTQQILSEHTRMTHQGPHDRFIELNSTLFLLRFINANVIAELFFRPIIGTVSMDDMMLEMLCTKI
FXN GAA850 act: activators of GAA850 frataxin (FXN) promoter | HEK293 lucGAA850 FXN promoter luciferase reporter, 24 h; percent of 10 µM SAHA response | activation, % at 6 µM | 360,000 compounds, 0.56% hits | AID 540364;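 active = activation above the average of all compounds screened plus 3 SD, cutoff fixed separately per campaign, cut at about 7.5% in these data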;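 note: 0% = DMSO wells and 100% = 10 µM SAHA wells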
ssDAF-12 act: activators of S. stercoralis DAF-12 nuclear receptor. 370,000 compounds, 1% hits. HEK293 ssDAF-12/GRIP1 lit1-tk-luc reporter, luminescence; % of 3 µM dafachronic acid response. activation, % at 6.8 µM;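 active = activation above the mean over all tested compounds plus 3 SD, cut at about 0.9% in these data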;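 note: 0% = DMSO-only wells and 100% = 3 µM delta7-dafachronic acid wells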
PG9 Ab binder: PG9 antibody binding by small molecule; inhibition, % at 6.7 µM; AID 624416; TR-FRET gp120-PG9 antibody binding; 360,000 compounds, 0.43% hits; in the data active = inhibition above about 8.5%
An asterisk follows results filed as active; . = not tested or not shown.

SMILES	SMARCA2 act	NPR1 activator	DAX1 inh-1	hcDAF-12 act	ADAM10 inh	hgDAF-12 ag	ADAM17 inh	DAX1 inh-2	FXN GAA850 act	ssDAF-12 act	PG9 Ab binder
COC(=O)Nc1sc2c(c1C(=O)NCc1ccco1)CCC2	1	1	-0.1	0.7	0	0.8	0	-0.9	1.9	-0.8	-1.6
CCOC(=O)Cc1csc(NC(=O)c2cc(OC)cc(OC)c2)n1	-3	-2	-0.9	-1.7	5	-2.8	-3	-0.5	-2.5	-1.3	-0.9
CCN(C(=O)c1cn(C)c(=O)c2cc(OC)c(OC)cc12)c1cc(C)ccc1C	-3	-7	0.6	-1.4	1	-0.3	2	0.6	-0.1	-1.1	-1.9
CCc1cc(C(=O)NNC(=S)NC(C)c2ccccc2)cs1 (stereo not given)	-2	-1	-1.1	-2.1	-1	-3.7	-2	-1.3	0.9	-2.0	0.5
Cc1ccc(N(CC(=O)N/N=C/c2cccs2)S(C)(=O)=O)cc1	-2	1	-0.4	1.7	-3	-1.1	-2	-1.0	2.3	-1.2	-0.5
CC(=O)Nc1cc(-c2ccoc2)cn2c(-c3ccccc3)cnc12	-4	-7	-1.4	2.8	-76	0.3	-22	.	1.4	-0.6	-1.2
Cn1c(=O)c2c(SCc3ccccc3)nc(C3CC3)nc2n(C)c1=O	-6	-1	-0.6	-0.5	2	0.0	-2	0.3	1.3	-1.6	-1.4
O=C(COC(=O)c1nc(Cl)ccc1Cl)NC1CCCCCC1	3	3	-0.8	-0.3	-7	0.8	0	2.5	-0.2	-0.2	-1.0
CSc1ncc(CN2CCc3c([nH]c4ccccc34)C2C(C)(C)C)cn1 (stereo not given)	0	-5	0.6	4.0	-62	2.5	-24	1.2	1.7	-0.7	-3.5
CCc1ccc(N2CCN(S(=O)(=O)CC34CCC(CC3=O)C4(C)C)CC2)cc1 (stereo not given)	0	7	0.1	-1.5	0	-1.4	-3	-0.1	-0.3	-1.4	0.2
COc1ccc(N(C(C)C(=O)NCCSCc2cccc(Cl)c2)S(C)(=O)=O)cc1 (stereo not given)	1	-16	-0.4	-2.2	12	-2.4	1	-2.0	0.7	-1.7	-2.5
CC(C)C(NC(=O)c1c(F)cccc1F)C(=O)N1CCN(c2ncccn2)CC1 (stereo not given)	-1	2	-1.7	-0.3	-16	-0.3	-5	0.6	0.6	-0.8	0.4
O=C(NNc1c(Cl)cncc1Cl)c1cccs1	-5	4	0.1	-0.2	-2	0.6	-4	2.4	0.7	-1.0	0.9
C/C(=N\NC(=O)C(c1ccncc1)N1CCOCC1)c1ccc(Br)cc1 (stereo not given)	-1	-2	0.4	3.3	-4	-0.9	-3	-0.4	2.0	-1.5	0.6
CC1CCN(c2ccc(C(=O)O)cc2)CC1	-6	2	0.5	0.0	-10	1.1	-4	0.4	-1.1	-0.4	1.3

Three compounds out of the list above, ordered by their value in DAX1 inh-2, largest number first:
SMILES,DAX1 inh-2
CC(C)C(NC(=O)c1c(F)cccc1F)C(=O)N1CCN(c2ncccn2)CC1 (stereo not given),0.6
CCc1cc(C(=O)NNC(=S)NC(C)c2ccccc2)cs1 (stereo not given),-1.3
COc1ccc(N(C(C)C(=O)NCCSCc2cccc(Cl)c2)S(C)(=O)=O)cc1 (stereo not given),-2.0

Other structures follow.
SMILES	SMARCA2 act	NPR1 activator	DAX1 inh-1	hcDAF-12 act	ADAM10 inh	hgDAF-12 ag	ADAM17 inh	DAX1 inh-2	FXN GAA850 act	ssDAF-12 act	PG9 Ab binder
Cc1cc(C(=O)NNCc2ccccc2)no1	0	-1	0.0	-1.9	-2	2.5	-6	-0.8	1.0	-1.4	0.4
CC1(c2ccccc2)NC(=O)N(CC(=O)NC(=O)NCc2ccco2)C1=O (stereo not given)	3	0	0.0	-1.6	6	-2.1	1	0.0	0.1	-1.1	-0.6
COc1ccc(NC(=O)c2cc(-c3ccccc3O)n[nH]2)cc1Cl	7	5	0.0	0.0	-1	3.4	1	2.2	2.1	-0.6	-2.3
COc1ccc(C(=O)OCC(=O)c2ccc(Br)s2)c(OC)c1	-2	-4	0.2	0.3	-5	-1.8	2	-0.6	1.7	-1.5	7.0
CC1(NC(=O)c2cccc(S(=O)(=O)N3CCN(c4ccc(F)cc4)CC3)c2)CCS(=O)(=O)C1 (stereo not given)	-1	1	-1.9	-1.2	-12	-2.4	-4	-0.5	0.0	-1.5	-2.9
Cc1cc(N2CCN(c3cccc(C(F)(F)F)c3)CC2)n2ncnc2n1	-1	-4	-0.5	-1.4	-2	3.3	-5	0.5	1.1	-1.2	1.1
N#Cc1ccc(CSc2nc(N)cc(N)n2)cc1	-2	1	0.0	-0.3	0	1.3	-2	0.8	1.2	-1.6	1.1
CCCCNC(=O)N(O)C1N(/N=C/c2ccco2)C(=S)SC1(C)C (stereo not given)	-2	1	-0.4	0.6	-16	-2.4	-1	-0.1	0.0	-1.7	2.1
O=C(NCc1ccc(F)cc1)c1cccc2c1C(=O)c1ccc(N3CCOCC3)cc1S2(=O)=O	1	-1	-0.5	-1.8	1	0.6	-5	-1.3	0.3	-1.1	1.2
CCCCNC(=O)C1(NC(=O)Nc2ccc(C)cc2)CCCCC1	4	1	0.3	-0.2	-3	-1.6	-6	.	2.1	-1.2	-0.3
O=C(CSc1nc2ccccc2s1)N/N=C/c1ccco1	8.8*	-1	0.0	5.2	4	1.1	1	2.1	4.3	-0.1	-0.4
COCCCNC(=O)CC1C[C@H](C(=O)N(C(C)C)C(C)C)[C@@]2(C)c3[nH]c4ccccc4c3CCN2C1=O (stereo not given in full)	-4	0	0.2	-0.1	4	-2.0	5	0.3	-4.0	-1.2	-0.8
N#C/C(=N\Nc1cc(Cl)cc(Cl)c1)c1nnc2n1CCCCC2	-3	15	-0.1	0.7	4	-0.8	-10	-1.5	5.5	0.4	-0.3
O=C(c1cc(-c2ccc(Cl)c(Cl)c2)on1)N1CCOCC1	1	1	1.0	1.5	-4	3.1	0	1.5	3.4	0.0	0.6
O=c1ccc(-c2ccccc2)nn1Cc1ccccc1	2	5	-1.4	-1.5	-2	-4.0	-2	0.1	4.1	-1.6	-0.6
O=C(COC(=O)C1(c2ccc(F)cc2)CCCC1)N1CCc2ccccc21	3	0	-0.6	-0.5	0	1.3	2	0.4	1.6	0.3	-0.7
Cc1cc(Br)ccc1OCCCCNC(C)(C)C	-4	-1	0.0	0.6	-2	0.9	-1	0.7	0.5	-0.6	-2.1
O=C1c2ccccc2N2C(=O)c3ccccc3C2N1Cc1ccccc1 (stereo not given)	3	-6	-0.8	-1.9	-1	-2.9	-5	-1.2	-0.5	-1.7	-0.2
Cc1cccc2c(=O)c(C(=O)N3CCCCCC3)c[nH]c12	-4	1	-0.3	-0.2	-1	1.1	-8	-0.1	3.3	-1.2	1.8
CN(C(=O)COC(=O)COc1ccccc1Cc1ccccc1)c1ccccc1	1	0	0.0	-1.7	7	4.1	7	1.8	1.5	-1.1	1.0
Nc1c(C(=O)O)cnn1-c1ccccc1	6	-1	-0.3	2.0	-4	2.0	-2	1.3	1.6	-0.8	-1.1
CCCC[C@H]1C2CC(OC(=O)Nc3ccccc3C(F)(F)F)C(C2)[C@H]2CCCCN21 (stereo not given in full)	-3	-4	0.1	-1.9	-4	2.1	-3	.	.	-0.7	.
Cc1ccc2c(c1)C1C[N+](C)(CC(=O)c3ccccc3)CCC1N2C(=O)c1ccccc1Cl (stereo not given)	5	1	0.2	2.5	-3	1.6	-2	2.0	3.1	-0.6	-2.0
COc1ccc(-c2oc(=O)c3cc(OC)c(OC)cc3c2/C=C/c2ccc(OC(C)=O)cc2)cc1	1	5	-0.1	-1.5	-210	0.6	-48	1.6	-0.8	-1.4	-0.3
COC(=O)Nc1ccc(S(=O)(=O)N2CCN(C)CC2)cc1	1	7	-0.4	-0.1	-4	-1.5	2	1.5	0.5	-1.3	0.9
O=C1NC2(CCCCC2)CO1	-1	1	-0.3	-1.1	-3	-1.1	1	0.8	1.1	-1.4	1.5
CNC(=S)NNC(=O)c1ccc(=O)n(Cc2cccc(C(F)(F)F)c2)c1	-1	0	-0.8	-2.1	8	-3.6	2	.	0.5	-1.4	-0.3
Clc1ccc(-c2ccn[nH]2)cc1	-2	1	0.4	-0.2	1	4.7	0	1.2	3.4	-0.8	-1.1
O=C(c1cc2cc(Cl)ccc2[nH]1)N1CCN(Cc2ccc3c(c2)OCO3)CC1	-1	6	-0.4	3.1	12	0.5	5	-0.5	0.0	0.3	0.1
CCOC(=O)C(C)S(=O)(=O)c1ccc(C(F)(F)F)cn1 (stereo not given)	1	1	0.9	-1.1	-3	1.1	-1	-0.1	2.3	-1.4	-2.3
CC(C)=CCc1c(O)cc2oc3c(CC=C(C)C)c(O)c(O)c(CC=C(C)C)c3c(=O)c2c1O	-4	-4	0.3	3.9	-11	-2.5	0	0.1	-1.4	-1.5	0.9
Cc1cc(S(=O)(=O)N2CCCC(N3CCOCC3)C2)c(C)cc1Cl (stereo not given)	0	4	-0.7	-1.9	1	-3.2	-2	-2.7	0.4	-1.3	-2.2
CCOC(=O)c1c(-c2ccc(Cl)cc2)csc1NC(=O)CNCc1ccco1	-3	2	0.1	-2.0	1	1.2	0	0.3	-0.2	-2.1	0.4
N#Cc1ccccc1NC(=O)CN1CCOCC1	0	0	0.2	-2.0	-1	2.1	-2	2.3	0.6	-0.9	0.5
O=C(c1cnn(-c2nc3ccccc3s2)c1)c1ccccc1O	2	-2	1.7	1.6	3	1.1	-6	-0.5	0.1	-0.8	-2.2
CCOC(=O)C1CCCCN1C(=O)c1cc2ccc(OC)cc2c2cc(OC)c(OC)cc12 (stereo not given)	1	1	-0.1	-0.9	-9	0.4	-1	-1.0	1.0	-1.1	1.8
COc1ccccc1N1CCN(C(=O)CSc2nnc(-c3ccoc3C)o2)CC1	4	-4	-1.8	-1.2	2	0.1	2	1.3	-2.7	-0.5	-1.7
CC(OC(=O)Cc1coc2cc3c(cc12)CCC3)C(=O)NC(N)=O (stereo not given)	0	5	0.1	-1.2	3	2.5	1	-2.4	-1.7	-1.4	1.4
CCCC(=O)C1=C(O)C(C(=O)OC)C(C)(C)CC1=NCCCCCC(=O)O (stereo not given)	-3	2	0.5	-1.7	-3	0.8	-3	1.2	1.6	-1.1	-1.6
CCCC(=O)NNC(=O)c1c(O)c2ccccc2[nH]c1=O	-4	-2	0.1	0.6	-2	1.0	0	0.6	-0.4	-0.4	-0.7
CC(Oc1ccccc1F)C(=O)NC1CCS(=O)(=O)C1 (stereo not given)	1	1	1.3	1.3	-10	2.8	-2	-0.3	1.1	0.1	-0.6
O=C(NC1CC1)C1=C[C@@H](c2ccc(C(F)(F)F)cc2)C[C@@H](OCCCCO)O1	1	-1	0.0	-0.2	9	8.4	-1	0.2	3.3	-0.4	-1.2
